PKA-R1A act – activators of PKA-R1A holoenzyme, primary screen, biochemical, fluorescence polarization, Cy5-IP20, bovine R1A, mouse PKAc; cAMP-dependent protein kinase type I-alpha regulatory subunit (Bos taurus) + …; PKA-R1A dissociation; scaled: DMSO 0%, 113 µM cGMP 100%; activation, % at 11.4 µM; hit rate 0.083% among 340,000; AID 504707, 2011;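 active means percent activation above the mean of all tested compounds plus 3 SD, cut at about 19% in these data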;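 further: higher means more PKAc released from R1A so a rise in polarization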
Arr AP2 block – inhibitors of beta-arrestin/AP2 binding, primary screen, biochemical, GPCR trafficking, flow cytometry. hit rate 0.31% among 340,000. FITC-arrestin peptide / GST-AP2 beads; AP2 beta2 appendage carries R879A mutation. inhibition, % at 10 µM. beta-arrestin 1 C-terminal peptide binding to AP2 beta2-adaptin appendage (human). AID 504490, 2011;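 active means inhibition above a set limit, near 3 SD of compounds lacking own fluorescence, cut at about 54% in these data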;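 further: plate controls were DMSO wells for no effect and 5 µM unlabelled arrestin peptide for full effect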
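System: GST-AP2 R879A glutathione beads | Also added: FITC-arrestin peptide, 50 nM | Times: 12 min plus 1 h, RT | Signal: Bead flow cytometry, FITC channel | Buffer or medium: PBS with 0.05% Tween 20 and 0.1% BSA | Read-out basis: Percent drop in bead-associated FITC signal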
OPRM1-OPRD1 ag – agonists of OPRM1-OPRD1 heterodimerization, primary screen, cell-based, luminescence. Mu-type opioid receptor (Homo sapiens) + Delta-type opioid receptor (Homo sapiens), …. cells. activation, % at 9.3 µM. hit rate 0.3% among 340,000. AID 504326, 2011; in the data active means activation above about 18%;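 further: 0% = vehicle-treated cells and 100% = reference agonist; values of inactives mirror those of a sister screen read the other way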
Ecoli viability – E. coli V3065 growth inhibition, primary screen, counter-screen for AddAB inhibitor project, absorbance, OD600 | inhibition, % at 11.9 µM | hit rate 0.27% among 330,000 | AID 449728, 2010 | 18 h;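 active means inhibition above the campaign's mean inhibition across all tested compounds plus 3 SD, cut at about 9.9% in these data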;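 further: uninfected addAB+ strain grown without phage in ampicillin broth; 0% = DMSO wells and 100% = ciprofloxacin 0.95 µg/ml wells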
Mot1-301 SUMO – yeast Mot1-301 growth rescue at high temperature, primary screen, SUMOylation pathway inhibitor project, S. cerevisiae, ATP luminescence, 38.5C; S. cerevisiae Mot1-301 growth rescue; percent above DMSO median, 100 means doubled; growth rescue, % at 18.8 µM; hit rate 1% among 320,000; AID 2716, 2010;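 active means every valid replicate shows activation above 250% relative to neutral control wells; inactive means the rest, any valid replicate at or below 250%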;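 further: OY570 slx delta 5 strain wells were the positive control but not used for scaling; some compounds called inactive have numbers as strong as hits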
phage Ecoli inh – growth loss of phage-infected E. coli, primary screen, RecBCD inhibitor project, absorbance, with phage, HTS | hit rate 0.26% among 360,000 | AID 651602, 2012 | inhibition, % at 11.9 µM; in the data active means inhibition above about 11%
AddAB inh – growth inhibition of E. coli expressing H. pylori AddAB, primary screen, AddAB inhibitor project, absorbance; inhibition, % at 11.9 µM; hit rate 0.29% among 330,000; in the data active means inhibition above about 12%;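 further: 0% = vehicle wells of infected cells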
Tat transport – E. coli Tat export inhibitors, primary screen, MC4100, TorA-mCherry reporter, fluorescence, single point; hit rate 0.036% among 340,000; inhibition, % at 10 µM; AID 488895, 2010;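 active means mean replicate inhibition at least 50% and at least half of replicates individually reaching 50%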;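 further: exported cargo escapes ClpAP degradation while cytoplasmic cargo is degraded and loses fluorescence; 0% = median of neutral control wells and 100% = median of NaSCN control wells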
PfHsp90 yeast 2 – growth inhibition of PfHsp90-expressing yeast, primary screen, antimalarial PfHsp90 inhibitor project, S. cerevisiae, BacTiter-Glo luminescence, single point, set 2 | hit rate 0.32% among 310,000 | AID 504621, 2011 | BacTiter-Glo ATP, 48 h; yeast lacking PDR1 and PDR3 efflux regulators | inhibition, % at 9.4 µM;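 active means every replicate shows inhibition above about 80%, whatever the replicate mean, limit read from the data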;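 further: 0% = DMSO neutral controls and 100% = 20 µM radicicol positive controls; yeast relying on Plasmodium falciparum Hsp90 in place of its own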
DSG3 Ab inh – inhibitors of pemphigus antibody binding to DSG3, primary screen, biochemical, bead-based, flow cytometry, scFv-GFP. Desmoglein-3 (Homo sapiens), P32926. DSG3-coupled beads, scFv-anti-DSG3-GFP binding; stronger effect = lower value. binding (percent of control), % at 10 µM. hit rate 0.48% among 310,000. AID 588358, 2011;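 active means binding more than 3 SD below its plate's average and above zero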; further: some compounds called inactive have numbers as strong as hits
Target sequence (P32926 whole entry, looked up): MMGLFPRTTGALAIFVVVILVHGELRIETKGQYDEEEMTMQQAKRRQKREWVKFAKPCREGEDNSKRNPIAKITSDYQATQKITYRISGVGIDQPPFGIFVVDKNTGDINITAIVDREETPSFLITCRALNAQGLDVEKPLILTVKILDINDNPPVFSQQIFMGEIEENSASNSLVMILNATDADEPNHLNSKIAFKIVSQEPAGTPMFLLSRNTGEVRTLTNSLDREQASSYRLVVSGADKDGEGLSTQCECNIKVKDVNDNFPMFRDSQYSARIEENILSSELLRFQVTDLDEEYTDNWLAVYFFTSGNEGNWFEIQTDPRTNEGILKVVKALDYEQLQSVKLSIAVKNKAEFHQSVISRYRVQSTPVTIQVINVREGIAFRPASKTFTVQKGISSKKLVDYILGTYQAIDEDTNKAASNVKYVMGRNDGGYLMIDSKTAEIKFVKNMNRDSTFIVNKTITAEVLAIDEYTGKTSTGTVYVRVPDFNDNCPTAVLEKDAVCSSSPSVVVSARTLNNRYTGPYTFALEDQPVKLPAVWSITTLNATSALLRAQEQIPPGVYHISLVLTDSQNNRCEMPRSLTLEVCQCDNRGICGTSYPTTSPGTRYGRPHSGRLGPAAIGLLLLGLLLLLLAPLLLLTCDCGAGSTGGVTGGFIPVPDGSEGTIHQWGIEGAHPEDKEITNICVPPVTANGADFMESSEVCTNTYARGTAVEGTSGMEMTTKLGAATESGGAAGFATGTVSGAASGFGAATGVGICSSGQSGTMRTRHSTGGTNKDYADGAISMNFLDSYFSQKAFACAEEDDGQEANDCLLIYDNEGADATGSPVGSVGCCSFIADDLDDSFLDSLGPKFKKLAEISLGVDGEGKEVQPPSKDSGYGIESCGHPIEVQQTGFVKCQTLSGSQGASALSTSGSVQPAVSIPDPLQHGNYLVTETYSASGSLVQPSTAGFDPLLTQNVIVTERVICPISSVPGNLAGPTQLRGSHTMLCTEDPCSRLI
MOR-DOR inv ag – inverse agonists of MOR-DOR heterodimerization, primary screen, cell-based, luminescence; cell-based MOR-DOR heterodimer luminescence, inverse agonism; inhibition, % at 9.3 µM; Mu-type opioid receptor (Homo sapiens) + Delta-type opioid receptor (Homo sapiens), …; hit rate 0.21% among 340,000; AID 504357, 2011; in the data active means inhibition above about 22%, passing the limit was not always enough;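 further: 0% = cells with DMSO and 100% = wells without cells with DMSO; values of inactives mirror those of a sister screen read the other way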
Numbers without * were called inactive; . = not tested or not shown.

SMILES	PKA-R1A act	Arr AP2 block	OPRM1-OPRD1 ag	Ecoli viability	Mot1-301 SUMO	phage Ecoli inh	AddAB inh	Tat transport	PfHsp90 yeast 2	DSG3 Ab inh	MOR-DOR inv ag
CCN(c1ccc(OCC(=O)OCC(=O)c2c(N)n(C)c(=O)n(C)c2=O)cc1)S(=O)(=O)c1ccccc1	-0.1	-7.8	-0.5	-1.2	48.2	-1.7	3.1	8.6	.	110.4	2.6
CCc1ccc(NC(=O)Cn2nnc(C(=O)NCc3ccco3)c2N)cc1	-3.6	-5.4	-0.8	-1.9	-15.8	2.2	2.4	-2.2	28.0	79.1	4.3
CCCc1cc(-c2n[nH]c(C(=O)OCC)c2-c2cscn2)c(O)cc1O	-6.9	1.1	1.1	-3.7	1.9	0.7	-0.7	-5.2	-1.2	98.8	-6.1
COc1cc(/C=C/C(=O)OCC(=O)Nc2ccc(S(N)(=O)=O)cc2)ccc1O	2.8	4.2	-2.2	0.8	4.9	0.5	2.8	1.0	10.7	92.5	11.7
COc1cc(/C=N/NC(=O)Cn2cnc3c2c(=O)n(C)c(=O)n3C)ccc1O	13.4	-10.2	.	3.1	-6.6	-0.8	0.8	11.2	2.9	104.5	.
CC1(C)NC(=O)N(c2ccc([N+](=O)[O-])c(C(F)(F)F)c2)C1=O	4.2	2.1	1.1	-0.7	373.5	4.0	-0.2	7.0	-11.4	.	-5.7
Cc1ccc(OCC(=O)NCCCNC(=O)c2cnccn2)cc1C	-9.0	-0.7	-1.3	0.1	39.1	1.0	3.8	2.4	24.1	.	10.0
Cc1ccc(S(=O)(=O)C2(C(=O)NC3CCCCC3)CC2)cc1	0.7	16.8	-1.4	-0.3	60.1	0.5	4.2	-0.1	-3.8	104.1	7.0
CCC(CC)c1nnc(NC(=O)c2ccc([N+](=O)[O-])cc2)s1	3.6	6.2	0.3	2.0	11.9	1.8	3.2	1.4	-0.5	125.4	-1.5
CC1CCN(Cc2cc(=O)oc3ccc(C(C)C)cc23)CC1	-9.1	-0.9	3.5	0.0	-3.2	0.6	-1.2	9.6	21.5	106.8	-16.4
Cc1noc(-c2ccc(C(F)(F)F)cc2)c1NC(=O)Nc1ccc(Cl)cc1	.	41.8	.	4.7	-10.5	6.8	3.4	.	.	116.3	.
CC(=O)C1C(=O)CC(c2ccc(Cl)cc2)CC1=O (centres undefined)	-2.2	-10.1	-1.3	1.1	-4.1	1.0	0.9	-1.0	19.6	109.7	6.7
CCN(C(=O)CO/N=C/c1ccc(OC)cc1OC)c1c(N)n(Cc2ccccc2)c(=O)[nH]c1=O	-1.9	-1.1	-3.0	-1.4	8.7	0.4	-0.6	2.3	-1.3	109.0	11.6
CCC(C)(C)n1nnnc1C(c1cc2ccc(OC)cc2[nH]c1=O)N1CCN(C2CCCCC2)CC1 (centres undefined)	-0.7	19.2	17.6	-1.3	8.4	4.3	1.0	-1.7	10.8	.	-94.8
CCOc1ccc(CNc2ccc(N3CCCC3)cc2)cc1	-34.2	25.5	-0.5	0.2	-12.1	.	0.8	3.5	6.2	94.2	2.7
Cc1ccc(NC(=O)COC(=O)c2cc(=O)c3cc(F)ccc3o2)cc1	-3.1	36.6	1.2	.	.	0.4	.	7.1	25.2	102.4	-8.1
CC(=O)NC(CCS(C)(=O)=O)C(=O)Nc1cc(C)ccc1C (centres undefined)	7.6	17.2	-1.4	-2.3	-16.2	2.1	-1.5	-5.9	-17.9	96.5	8.2
N#Cc1ccccc1NC(=O)c1ccccc1OCC(=O)Nc1ccc2c(c1)oc1ccccc12	5.6	-3.7	3.3	-0.3	-7.8	0.3	0.5	2.6	-13.5	98.0	-19.1
CCCc1cc(O)c2c(C)cc(=O)oc2c1	4.4	-2.7	0.1	3.9	9.6	3.5	5.9	-1.4	-28.0	101.1	-0.4
COCCn1c(SCC(=O)c2ccc(Cl)cc2)nnc1C(C)C	-6.5	-4.0	-1.9	-1.0	83.0	-0.8	1.4	-4.3	-7.1	93.9	11.8
O=S(=O)(Nc1ccc(-n2cnnn2)cc1)c1cccs1	3.2	-4.8	-0.8	-3.3	-17.3	3.2	-1.3	1.4	1.7	98.9	3.2
Cc1cc(C)c2nc(SCC(=O)NCCN3C(=O)CSC3=O)cc(C)c2c1	3.9	18.5	-0.8	0.4	-7.8	4.6	-0.8	-0.3	-2.4	84.9	4.1
CC1(CC(=O)N/N=C/c2cc([N+](=O)[O-])c(O)cc2O)OCCO1	.	38.0	.	-0.2	-9.6	1.2	2.0	-1.2	-12.3	98.1	.
CC(C)N(C(=O)COC(=O)[C@H](C)NC(=O)c1ccco1)c1ccccc1	-2.9	26.6	-3.2	2.2	7.1	2.7	1.4	3.8	11.3	99.7	16.6
Cc1cccc(-n2c(N)cc(=O)nc2SCC(=O)Nc2cc(C)on2)c1	-5.7	0.9	-1.4	0.3	12.3	1.3	2.2	-15.9	17.8	97.5	7.6
Cc1nc(N2CCN(c3ccccn3)CC2)c2c(C)c(C(=O)Nc3ccc(F)cc3)sc2n1	-6.3	7.5	9.9	-0.6	-17.1	-0.6	-2.2	6.8	-4.6	95.5	-50.4
O=C(O)C1CCN(C(=O)CSc2nnc3ccccn23)CC1	2.3	1.3	-1.8	2.0	20.8	4.2	2.2	-6.9	-0.3	.	7.3
CCOC(=O)C(Sc1cc(-c2ccccc2)nc2ncnn12)C(C)=O (centres undefined)	-2.5	-2.4	-3.1	0.7	-12.1	1.9	3.4	0.5	-6.2	.	15.0
CCOC(=O)c1ccc(NC(=O)CCNS(=O)(=O)c2ccc3c(c2)oc(=O)n3C)cc1	8.2	8.2	0.1	-4.2	-2.7	-0.2	0.2	-4.3	2.2	95.1	-0.3
CN(Cc1ccc(OC(F)F)cc1)C(=O)c1ccccc1Sc1ccccc1C#N	-8.5	21.5	2.9	-1.4	-6.7	1.4	-0.6	8.5	-21.7	.	-15.3
O=C(Nc1c2c(nc3ccccc13)CCCC2)c1ccccc1Cl	3.8	-7.7	-2.3	-0.7	-18.7	1.2	-2.7	-2.4	-11.4	89.4	14.8
COc1ccccc1-c1nc2n(n1)C(c1cccs1)C(C(=O)Nc1cccnc1)=C(C)N2 (centres undefined)	-5.0	33.8	-4.0	0.3	-14.0	2.5	2.9	-6.3	.	83.2	20.9
CC(=O)Cc1nsc(Nc2cccc(C)c2)n1	4.8	12.5	-0.3	-1.5	901.4*	2.2	4.8	-2.6	-9.2	100.8	1.7
O=C(COC(=O)c1ccc(-c2ccccc2)cc1)Nc1ccccc1-c1ccccc1	-0.7	14.8	2.3	0.7	-2.6	4.4	0.5	-6.5	-8.8	104.5	-11.7
CS(=O)(=O)c1ccc2nc(NC(=O)c3ccc(S(=O)(=O)NCC4CCCO4)cc3)sc2c1 (centres undefined)	12.5	5.1	-1.3	-1.3	6.2	2.3	-3.1	2.4	9.8	97.4	6.2
O=C(CN1C(=O)C2CCCCC2C1=O)Nc1nc(-c2ccc(F)cc2)cs1 (centres undefined)	-11.1	0.3	5.1	0.0	.	1.9	2.3	-0.8	.	100.7	-26.5
CCC[N+](CC#CCO)(CC#Cc1ccccc1)CCC	4.6	-9.4	-1.4	-2.7	32.5	-0.2	-2.6	-4.3	-11.6	.	7.0
COc1cc(NC(=O)CSCc2ccccc2)c(C(=O)O)cc1OC	-0.3	4.6	-0.1	1.0	-14.4	2.9	1.6	0.2	-27.7	117.7	0.7
C=CCn1c(SCC(=O)NC(=O)NCC(C)C)nnc1C1CCCCC1	-1.9	-4.9	-1.4	0.3	8.4	1.6	2.4	0.6	-6.9	.	8.8
O=C(O)c1cccc(N2C(=O)c3ccc4c5c(ccc(c35)C2=O)C(=O)N(c2cccc(C(=O)O)c2)C4=O)c1	6.8	1.8	9.1	2.1	11.7	3.2	-5.5	-2.6	-24.9	86.2	-45.3

2 entries from above, with values under each structure.
Every second line gives: PKA-R1A act	Arr AP2 block	OPRM1-OPRD1 ag	Ecoli viability	Mot1-301 SUMO	phage Ecoli inh	AddAB inh	Tat transport	PfHsp90 yeast 2	DSG3 Ab inh	MOR-DOR inv ag
- Cc1cc(C)c2nc(SCC(=O)NCCN3C(=O)CSC3=O)cc(C)c2c1
  3.9	18.5	-0.8	0.4	-7.8	4.6	-0.8	-0.3	-2.4	84.9	4.1
- CC1(CC(=O)N/N=C/c2cc([N+](=O)[O-])c(O)cc2O)OCCO1
  .	38.0	.	-0.2	-9.6	1.2	2.0	-1.2	-12.3	98.1	.

(list continues)
SMILES	PKA-R1A act	Arr AP2 block	OPRM1-OPRD1 ag	Ecoli viability	Mot1-301 SUMO	phage Ecoli inh	AddAB inh	Tat transport	PfHsp90 yeast 2	DSG3 Ab inh	MOR-DOR inv ag
Cc1cc(NC(=O)COC(=O)c2ccccc2S(=O)(=O)N(C)c2ccccc2)no1	-6.2	-1.6	2.0	-0.1	27.2	-1.4	0.2	4.3	6.7	103.9	-9.5
CCOc1cc(OCC)cc(C(=O)O)c1	-2.0	-10.8	-3.1	1.5	-4.2	2.6	2.2	21.6	.	.	15.9
CCCCCOc1ccc2oc(=O)c3c(c2c1)CCCN3C(=O)CN1CCCC(C(=O)OCC)C1 (centres undefined)	-6.7	-0.7	2.8	-0.3	0.0	-0.1	-1.6	7.4	61.0	101.8	-14.3
CCN(CC)c1ccc(/C=c2\sc3nc4ccccc4n3c2=O)c(O)c1	-6.8	-4.4	-0.5	.	.	3.9	.	-13.4	-20.5	84.5	2.6
O=C1CCCC/C=C\C[C@H](CC(=O)N(CCO)Cc2ccccc2)C(=O)N[C@@H](c2ccccc2)CO1	-4.6	-4.1	-1.5	1.7	-22.0	-0.3	2.1	-5.9	-6.0	100.5	6.7
NC1=NC(=O)C(Cc2ccc(F)cc2)S1 (centres undefined)	4.8	7.2	-2.4	-0.1	1.0	1.8	1.9	15.9	6.8	96.1	11.3
COc1cc(C)c(C(C)C)cc1S(=O)(=O)n1ccnc1	-9.0	10.2	-2.6	-0.2	4.3	3.3	2.6	-2.1	-0.6	93.3	14.7
CCOC(=O)Nc1cc(C(=O)OC)cc(C(=O)OC)c1	-6.3	1.6	-0.9	0.2	9.8	0.8	-1.1	2.1	-8.8	100.2	5.0
Cc1cc(C(=O)Nc2cccc(S(=O)(=O)N3CCCC3)c2)c2ccccc2n1	-13.4	3.4	-3.6	0.1	.	0.0	2.5	6.9	20.3	109.1	14.2

Compounds were not picked by outcome; about 2.8% have a hit in one of these screens.
